Assay outcomes (PubChem BioAssay)
ROC1-CUL1 inh: inhibitors of human ROC1-CUL1 ubiquitin ligase activity | inhibition, % at 10 µM | P62877+Q13616 | 140,000 tested, 0.6% active | in vitro K48 di-Ub FRET, acceptor:donor ratio, 45 min; in the data active = inhibition above about 25%
Target sequence (P62877 whole entry, looked up): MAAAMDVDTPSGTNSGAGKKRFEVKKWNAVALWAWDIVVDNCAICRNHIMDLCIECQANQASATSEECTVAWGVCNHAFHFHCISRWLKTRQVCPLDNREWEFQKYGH
Target sequence (Q13616 whole entry, looked up): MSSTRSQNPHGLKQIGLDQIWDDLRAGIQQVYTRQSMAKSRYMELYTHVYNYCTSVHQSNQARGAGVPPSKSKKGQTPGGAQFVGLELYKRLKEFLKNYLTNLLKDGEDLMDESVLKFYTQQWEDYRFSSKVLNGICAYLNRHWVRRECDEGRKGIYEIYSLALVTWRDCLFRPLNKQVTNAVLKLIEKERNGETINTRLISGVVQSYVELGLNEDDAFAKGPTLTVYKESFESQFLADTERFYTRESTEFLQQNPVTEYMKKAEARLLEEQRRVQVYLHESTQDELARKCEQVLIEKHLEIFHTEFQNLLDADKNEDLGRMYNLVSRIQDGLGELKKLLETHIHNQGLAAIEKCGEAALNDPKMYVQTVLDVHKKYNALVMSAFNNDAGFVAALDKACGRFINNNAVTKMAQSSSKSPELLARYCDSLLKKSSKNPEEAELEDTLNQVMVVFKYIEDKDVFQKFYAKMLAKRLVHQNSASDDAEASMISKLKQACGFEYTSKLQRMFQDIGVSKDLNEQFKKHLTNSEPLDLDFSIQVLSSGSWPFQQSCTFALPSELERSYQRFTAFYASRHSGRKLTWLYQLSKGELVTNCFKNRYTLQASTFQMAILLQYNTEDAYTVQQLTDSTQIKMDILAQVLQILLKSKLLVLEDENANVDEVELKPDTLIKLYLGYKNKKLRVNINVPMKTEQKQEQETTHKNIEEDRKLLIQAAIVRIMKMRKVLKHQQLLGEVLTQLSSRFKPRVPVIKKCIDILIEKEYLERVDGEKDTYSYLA
* = called active by the depositor. An excerpt; count on the stated rates, not on these rows.

SMILES	ROC1-CUL1 inh
O=C(c1ccc(Cl)cc1)n1c(=O)oc2ccccc21	7
CCOC(=O)C1=C(c2ccccc2)N=c2s/c(=C\c3ccc(N(C)C)o3)c(=O)n2C1c1ccc2c(c1)OCO2 (stereo not given)	6
COc1ccc(C(=O)/C=C/C2=C(N3CCCCC3)Cc3ccccc32)cc1	-6
CCOC(=O)c1ccc(OC)cc1[N+](=O)[O-]	-14
Cn1nnnc1SCC(=O)Nc1ccccc1Br	-1
CC(C)C1=NN2C(=N)CC(=O)N=C2S1	13
O=C(Nc1ccc(C(=O)Nc2ccccc2C(=O)O)cc1)c1ccc(Cl)cc1	10
Cc1sc2nc(SCC(=O)NCCO)n(-c3ccccc3)c(=O)c2c1C	0
COc1ccc(CCC(=O)N2CCc3c([nH]c4ccccc34)C2c2ccc(F)cc2)cc1 (stereo not given)	-7
Cc1ccc(-n2c(=O)c3sccc3n(Cc3cc(=O)n4ccccc4n3)c2=O)cc1	-7
Cc1ccc(NC(=O)N2CCC(n3c(C)nc4cccnc43)CC2)c(Cl)c1	-9
COCCN1C(=O)CC(CC(=O)N2CC3(C)CC2CC(C)(C)C3)(c2ccccc2OC)C1=O (stereo not given)	-1
Cc1cc2c(cc1CNC1CCCN(Cc3ccccc3F)C1)OCO2 (stereo not given)	-8
CC1CCN(c2ccc(-c3nc(C(C)C)no3)cc2[N+](=O)[O-])CC1	0
Cc1c(C(C)NC2CCOCC2)cnn1-c1cccc2ccccc12 (stereo not given)	2
CCC(C(=O)OCC(C)C)n1cnc2sc3c(c2c1=O)CCC(C)C3 (stereo not given)	3
CCOCCCNC(=O)CN1C(=O)COc2ccc(S(=O)(=O)N3CCCCCC3)cc21	1
O=C1CNC(=O)C1C=NC12CC3CC(CC(C3)C1)C2 (stereo not given)	2
CCCOC(=O)c1ccc(NC(=O)Cn2nnc3sc4c(c3c2=O)CCC(C(C)(C)C)C4)cc1 (stereo not given)	-4
COC(=O)c1c(-c2cccs2)csc1NC(=O)c1cccc(Cl)c1	-3
O=C(Nc1ccccn1)c1ccc(C2CCCN2C(=O)CC2=CCCCC2)s1 (stereo not given)	6
CCC(=O)N1C(=O)CC(c2ccccc2)Sc2ccccc21 (stereo not given)	6
Cc1c(NC(=O)c2nc3ccccc3n(C)c2=O)cccc1[N+](=O)[O-]	2
CCOC(=O)c1c(-c2ccc(Br)cc2)csc1NC(=O)c1cccc(OC(C)=O)c1	-2
CCOC(=O)C1=C(c2ccccc2)N=c2s/c(=C\c3cn(Cc4ccccc4)c4ccccc34)c(=O)n2C1c1ccc(C(C)C)cc1 (stereo not given)	1
The listing continues:
SMILES	ROC1-CUL1 inh
CCc1cccc2c(-c3ccc(F)cc3)nc(SCC(=O)Nc3ccccc3)nc12	2
Cc1ccc(C)c(N=CC(C(=O)c2cccs2)C(=O)C(F)(F)F)c1 (stereo not given)	3
O=[N+]([O-])c1ccc2c(c1)Sc1ccc([N+](=O)[O-])cc1S2	-1
O=C(Cc1ccccc1)NNC(=O)C(F)(F)F	5
O=C1c2cccc3c(Cl)ccc(c23)C(=O)N1Cc1ccncc1	-5
O=C(NCC1CCCO1)c1ccc(Br)o1 (stereo not given)	-7
COc1cc(/C=C2/C(=O)NN(c3ccc(I)cc3)C2=O)ccc1OC(C)=O	4
CC#CCN1C(=O)NC(CCc2ccccc2)(C2CCN(C(=O)/C=C/c3ccccc3)CC2)C1=O (stereo not given)	-6
Cc1ccc2c(c1)c1c(c(=O)n(-c3cccc(Cl)c3)c(=O)n1CC(=O)Nc1c(C)cccc1C)n2C	-3
COc1ccc(-c2nnc(-c3ccccc3)o2)cc1S(=O)(=O)NC1CCCCC1	12
O=S(=O)(N1CCCC1)N1CCN(c2ccccc2)CC1	-8
CCc1nnc(NC(=O)C2CC2)s1	-9
O=C(NCCCN1CCOCC1)c1cc2nc(-c3cccs3)cc(C(F)(F)F)n2n1	-1
CSc1nc2sccn2c(=O)c1C#N	7
COc1c(Br)cc2c(c1O)c(C(=O)O)c(C)n2C	0
COc1ccc(CNCCN2CCCC2)cc1OCC(O)CN(C)C(C)C (stereo not given)	0
CC1SC(=O)CC1C1(C)C=CC(=O)S1 (stereo not given)	2
CCCCC(CNC(=O)c1ccccc1)(C(=O)O)c1ccccc1 (stereo not given)	1
CC(=O)c1cccc(NC(=O)CSc2nc3ccccc3nc2Cc2ccc(F)cc2)c1	4
Cc1ccccc1NS(=O)(=O)c1ccc(NC(=O)c2ccc(COc3ccc4c(c3)CCC4)cc2)cc1	-11
COc1ccc(C2CC(=O)Nc3cc4c(cc32)OCO4)cc1OC (stereo not given)	-1
CCC(=O)OCCN1CCN(CCCCN(C(=O)CC)c2ccc(C3CCCC3)cc2)CC1	-4
CCOC(=O)c1ccc(N=C2S/C(=C\c3ccc(OCC#N)c(OC)c3)C(=O)N2C)cc1	2
COCCO[C@H]1[C@H](NC(=O)C(C)C)c2ccccc2C12CCN(Cc1c(C)nn(C)c1Cl)CC2	7
CCOc1ccccc1NC(=O)C(C)SCc1ccccc1 (stereo not given)	6

Some values from the list.
CCc1nnc(NC(=O)C2CC2)s1 | ROC1-CUL1 inh = -9
CCCCC(CNC(=O)c1ccccc1)(C(=O)O)c1ccccc1 (stereo not given) | ROC1-CUL1 inh = 1
COc1ccc(-c2nnc(-c3ccccc3)o2)cc1S(=O)(=O)NC1CCCCC1 | ROC1-CUL1 inh = 12
O=S(=O)(N1CCCC1)N1CCN(c2ccccc2)CC1 | ROC1-CUL1 inh = -8

Back to the main list, starting 4 compounds before the break.
SMILES	ROC1-CUL1 inh
CCC(=O)OCCN1CCN(CCCCN(C(=O)CC)c2ccc(C3CCCC3)cc2)CC1	-4
CCOC(=O)c1ccc(N=C2S/C(=C\c3ccc(OCC#N)c(OC)c3)C(=O)N2C)cc1	2
COCCO[C@H]1[C@H](NC(=O)C(C)C)c2ccccc2C12CCN(Cc1c(C)nn(C)c1Cl)CC2	7
CCOc1ccccc1NC(=O)C(C)SCc1ccccc1 (stereo not given)	6
CSc1ncnc2sc(C)c(C)c12	-7
CCCOc1cccc(CN2CCCC(c3cc(=O)[nH]cn3)C2)c1 (stereo not given)	1
CC(=O)NCC(=O)N1CCCC(CCc2ccccc2F)C1 (stereo not given)	-7
Cc1ccc(S(=O)(=O)Nc2nc3ccc(-c4ccc5nc(NS(=O)(=O)c6ccc(C)cc6)sc5c4)cc3s2)cc1	-9
CC(C)N(C(=O)Cn1c(/C=C/c2ccccc2)nc2ccccc21)c1ccccc1	-2
CCOC(=O)c1c(C)oc2ncnc(Nc3ccc(CC)cc3)c12	-6
Cc1cc(C)cc(NC(=O)C(=O)NCC(c2cccnc2)N2CCc3ccccc32)c1 (stereo not given)	4
O=C(O)CCC(=O)N1CCN(C(c2ccccc2)c2ccccc2)CC1	3
CC1Cc2cc(S(=O)(=O)N(Cc3ccccc3)C(C)C)ccc2N1C(=O)C1CCC1 (stereo not given)	-1
COc1ccc(-c2c(-c3ccc(OC)cc3)n(Cc3ccc(F)cc3)c3nc[nH]c(=O)c23)cc1	3
Cc1ccc(SC(c2ccccc2)C(Cn2cncn2)C(=O)c2ccccc2)cc1 (stereo not given)	8
COC(=O)c1ccc(NC(=O)NC(C)c2c(-n3cccc3)sc(C)c2C)cc1 (stereo not given)	7
CCn1nc(C)c(CN2CCC3(CCCN(CC4CC4)C3=O)C2)c1C (stereo not given)	6
COc1ccc(-c2nc(SCC(=O)NC(C)CCc3ccccc3)n[nH]2)cc1 (stereo not given)	3
Cc1ccc(NC(=O)CN2C(=O)c3ccc4c5c(ccc(c35)C2=O)CC4)cc1	38*
CCc1ccc2oc(-c3cccc(NC(=O)COc4ccccc4Cl)c3)nc2c1	7
Nc1nnnn1/N=C/c1cn[nH]c1-c1ccccc1	3
CS(=O)(=O)N(CC(=O)Nc1ccccc1Cl)c1cc(Cl)cc(Cl)c1	2
O=C(c1ccc(F)cc1)c1ccc(N2CCCC2)cc1	-2
CCCN(CCC)S(=O)(=O)c1ccc(NC(=O)Cc2cccs2)cc1	7
CC(=O)c1nn(-c2ccc(Cl)cc2)cc1C(=O)c1ccc(Br)cc1	-8
COc1ccc(CCNC(=O)c2cc(S(=O)(=O)N3CCCC(C)C3)cn2C)cc1OC (stereo not given)	0
Cc1ccc(S(=O)(=O)Nc2cccc(C(=O)NCCC(C)C)c2)cc1	6
O=C(O)CCC(=O)c1ccc(Cl)c(Cl)c1	-4
COc1ccc(-c2c3c(nc4sc(C(=O)Nc5ccccc5F)c(N)c24)CC(C)(C)CC3=O)cc1	-5
More records:
SMILES	ROC1-CUL1 inh
COc1ccc(N=Nc2sc3nc(-c4ccccc4)c(-c4ccccc4)n3c2O)cc1	7
Cn1cc(S(=O)(=O)N2CCCCC2)cc1C(=O)Nc1ccc(OC(F)(F)F)cc1	3
CCOC(=O)c1sc2nc3ccc(OCC)cc3cc2c1N	5
COc1ccc(CN2C(=O)C3C4C=CC(C4)C3C2=O)cc1 (stereo not given)	5
O=c1[nH]c(-c2ccccc2)cs1	-1
CC#CCN1C(=O)NC(CCc2ccccc2)(C2CCN(Cc3ccc(OC)c(C)c3C)CC2)C1=O (stereo not given)	3
COc1ccc(C(=O)COC(=O)c2ccc(NC(=O)c3ccccc3)cc2)cc1	-3
Clc1cccc(-c2ccc(CNCCSc3nnnn3-c3ccccc3)o2)c1	3
COc1ccc(OC)c(C(c2c(C)[nH]c3ccccc23)c2c(C)[nH]c3ccccc23)c1	3
CC1CCN(C(=O)c2ccc3c(c2)N(Cc2ccccc2)C(=O)c2ccccc2S3(=O)=O)CC1	-2
Clc1cc2c(s1)sc1ccccc12	2
COc1cccc(-c2noc(-c3ccc(N4CCN5CCCC5C4)nc3)n2)c1OC (stereo not given)	-2
c1ccc2c(c1)c1ccccc1c1n[nH]nc21	2
Nc1cnnc(N/N=C\c2ccccc2)c1Cl	-1
CCSc1nnc2c(n1)OC(c1cccnc1)Nc1ccc(Br)cc1-2 (stereo not given)	3
CCOc1ccccc1NC(=O)C(c1ccccc1)N1Cc2ccccc2C1=O (stereo not given)	-5
Cc1nc2c3sc4nc(-c5cccs5)cc(-c5ccccc5)c4c3ncn2n1	-1
O=C(CN1C(=O)c2ccccc2C1=O)N1CCN(c2ccc(Cl)cc2)CC1	-5
COc1ccc(-c2oc3ncn4nc(-c5cccs5)nc4c3c2-c2ccc(OC)cc2)cc1	8
Cn1cc(Br)c(C(=O)O)n1	10
O=C1N=C2SC3C4CCC(C4)C3C(c3ccc(Br)cc3)C2S1 (stereo not given)	5
CCN(CC)C(=S)SCc1cnc2ccccn12	8
Cc1cc(C)c(NC(=O)CSc2nc3c([nH]c4ccccc43)c(=O)n2C)c(C)c1	-4
COCc1nn2c(Cc3ccccc3C)nnc2s1	-4
Cc1ccc(F)cc1NC(=O)COC(=O)C12CC3CC(CC(C3)C1)C2	2
(further entries)
SMILES	ROC1-CUL1 inh
COc1ccc([N+](=O)[O-])cc1NCc1cc([N+](=O)[O-])ccc1O	0
COc1ccc(C(=O)NC2(C(F)(F)F)C(=O)N=C3C2C(=O)NC(=O)N3CCc2ccc(OC)c(OC)c2)cc1 (stereo not given)	-5
Cc1ccc(-c2cn3c4c(=O)n(C)c(=O)n(C)c4nc3n2-c2cccc(Cl)c2)cc1	-2
Cc1ccc(-n2c(Cc3ccccc3)nnc2SCC(=O)Nc2cccc(Cl)c2)cc1	-8
CCS(=O)(=O)N1CCCC(C(=O)Nc2ccc(Br)cc2)C1 (stereo not given)	1
CC(C)CN1CCCC1c1ccc(C(=O)N2CCCC2)s1 (stereo not given)	0
CCOC(=O)c1c(N)sc2c(OCC)c(Br)ccc12	2
Cc1nnc(N/N=C/c2cccc(OCc3ccc(Cl)c(Cl)c3)c2)n1N	1
CCOc1ccc(CNCCSc2nnnn2C)cc1OC	2
Cc1ccc(NC(=S)N/N=C/c2ccc(C#N)cc2)cc1	1
COc1ccc(NCc2cc3cc4c(cc3n(CC(=O)Nc3cc(C)cc(C)c3)c2=O)OCO4)cc1	-3
CCCOc1ccc(-c2cnc(=S)[nH]c2N)cc1	-3
CCN(CC)S(=O)(=O)Cc1ccc(C)cc1	4
Cc1ccc(-c2csc(N3CCN(C(=O)c4ccccc4)CC3)n2)cc1	2
CCCc1[nH]nc2c1C(c1ccc(OCc3cccc(F)c3)cc1)C(C#N)C(=N)O2 (stereo not given)	3
COc1ccc2oc(=N)c(C(N)=S)cc2c1	-6
Cc1ccsc1/C=C1\SC(c2ccccc2)=NC1=O	9
CCCc1c(C)nc(N2CCN(Cc3ccc4c(c3)OCO4)CC2)[nH]c1=O	2
COc1cc(/C=C2\SC(=S)N(CC(=O)O)C2=O)ccc1OCC(=O)O	3
Brc1cscc1/C=C/c1ccsc1	-1
O=C(Nc1cccc(Cl)c1)N1CCN(Cc2cccc(F)c2)CC1	-7
O=[N+]([O-])c1sc2ccccc2c1N1CCCCC1	-2

Entries listed above printed as active in ROC1-CUL1 inh:
SMILES	ROC1-CUL1 inh
Cc1ccc(NC(=O)CN2C(=O)c3ccc4c5c(ccc(c35)C2=O)CC4)cc1	38*

Shown with values ahead of the structure: part of the list above.
ROC1-CUL1 inh	SMILES
-8	Cc1ccc(-n2c(Cc3ccccc3)nnc2SCC(=O)Nc2cccc(Cl)c2)cc1
3	COc1cc(/C=C2\SC(=S)N(CC(=O)O)C2=O)ccc1OCC(=O)O
2	CCCc1c(C)nc(N2CCN(Cc3ccc4c(c3)OCO4)CC2)[nH]c1=O
1	Cc1ccc(NC(=S)N/N=C/c2ccc(C#N)cc2)cc1
4	CCN(CC)S(=O)(=O)Cc1ccc(C)cc1
